Screens from PubChem BioAssay.
CHRM4 antagonist: human M4 muscarinic receptor antagonists, primary screen, CHO cells, Fluo-8 calcium fluorescence; Muscarinic acetylcholine receptor M4 (Homo sapiens), P08173; CHO-hM4 cells, ACh EC80; inhibition, % at 3 µM; 0.73% of 360,000 active; AID 624125, 2012;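 active = inhibition above its plate's cutoff, the mean inhibition of sample wells plus 3 SD, cut at about 27% in these data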;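 note: 0% = acetylcholine EC80 with DMSO and 100% = DMSO without agonist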
CHRM5 PAM: human M5 muscarinic receptor positive allosteric modulators, primary screen, CHO-K1 cells, Fluo-8 calcium fluorescence. Muscarinic acetylcholine receptor M5 (Homo sapiens), P08912. activation, % at 3 µM. 0.3% of 360,000 active. CHO-K1 hM5, ACh EC20 PAM; 0% = ACh EC20, 100% = ACh EC100. AID 624038, 2012;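 active = activation above the run cutoff, the mean activation of all test compounds plus 3 SD, cut at about 18% in these data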
Target sequence (P08912 whole entry, looked up): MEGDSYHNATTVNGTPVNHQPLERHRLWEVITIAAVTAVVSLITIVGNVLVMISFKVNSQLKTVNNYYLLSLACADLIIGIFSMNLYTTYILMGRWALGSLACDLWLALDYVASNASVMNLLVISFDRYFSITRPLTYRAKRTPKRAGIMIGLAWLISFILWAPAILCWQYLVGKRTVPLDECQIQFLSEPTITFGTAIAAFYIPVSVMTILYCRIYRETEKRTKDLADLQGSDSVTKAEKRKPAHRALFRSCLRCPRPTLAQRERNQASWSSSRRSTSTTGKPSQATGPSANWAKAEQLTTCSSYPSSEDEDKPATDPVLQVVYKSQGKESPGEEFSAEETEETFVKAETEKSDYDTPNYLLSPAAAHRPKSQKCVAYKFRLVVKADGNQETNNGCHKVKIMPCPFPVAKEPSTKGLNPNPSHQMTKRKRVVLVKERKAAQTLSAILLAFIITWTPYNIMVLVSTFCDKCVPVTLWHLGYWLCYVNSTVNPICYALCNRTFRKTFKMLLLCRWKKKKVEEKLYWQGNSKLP
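System – CHO-K1 hM5 cells · Compound – 3 µM, single dose · Incubation – compound preincubation 140 s before EC20 acetylcholine addition · Technique – Fluo-8 calcium fluorescence · Measure – Max/basal fluorescence ratio as % of EC20–EC100 ACh window · Benchmarks – low control EC20 acetylcholine (0%), high control EC100 acetylcholine (100%) · Replication – singlicate, one well per test compound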
M4 ag: human M4 muscarinic receptor agonists, primary screen, CHO-K1 cells, Fluo-8 calcium fluorescence; Muscarinic acetylcholine receptor M4 (Homo sapiens), P08173; CHO-K1 hM4/Gqi5; vehicle 0%, full acetylcholine response 100%; activation, % at 3 µM; 0.14% of 360,000 active; AID 624127, 2012;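 active = activation above the run mean over all test wells plus 3 SD, cut at about 32% in these data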;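 note: peak over basal fluorescence ratio per well then scaled between controls; 0% = DMSO wells and 100% = acetylcholine at EC100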
CHRM5 agonist: human M5 muscarinic receptor agonists, primary screen, CHO-K1 cells, Fluo-8 calcium fluorescence. CHO-K1 hM5 cells; 0% DMSO wells, 100% maximal acetylcholine response. activation, % at 3 µM. 0.19% of 360,000 active. AID 624037, 2012;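 active = activation above the run's mean over test compounds plus 3 SD, cut at about 23% in these data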;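 note: signal is peak over basal fluorescence ratio across the kinetic read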
M1 PAM: human M1 muscarinic receptor positive allosteric modulators, primary screen, CHO-K1 cells, Fluo-8 calcium fluorescence, 1536-well; 0.088% of 360,000 active; Muscarinic acetylcholine receptor M1 (Homo sapiens), P11229; CHO-K1 hM1, ACh EC20; 0% = ACh EC20, 100% = maximal ACh; activation, % at 3 µM; in the data active = activation above about 19%, passing the limit was not always enough
Target sequence (P11229 whole entry, looked up): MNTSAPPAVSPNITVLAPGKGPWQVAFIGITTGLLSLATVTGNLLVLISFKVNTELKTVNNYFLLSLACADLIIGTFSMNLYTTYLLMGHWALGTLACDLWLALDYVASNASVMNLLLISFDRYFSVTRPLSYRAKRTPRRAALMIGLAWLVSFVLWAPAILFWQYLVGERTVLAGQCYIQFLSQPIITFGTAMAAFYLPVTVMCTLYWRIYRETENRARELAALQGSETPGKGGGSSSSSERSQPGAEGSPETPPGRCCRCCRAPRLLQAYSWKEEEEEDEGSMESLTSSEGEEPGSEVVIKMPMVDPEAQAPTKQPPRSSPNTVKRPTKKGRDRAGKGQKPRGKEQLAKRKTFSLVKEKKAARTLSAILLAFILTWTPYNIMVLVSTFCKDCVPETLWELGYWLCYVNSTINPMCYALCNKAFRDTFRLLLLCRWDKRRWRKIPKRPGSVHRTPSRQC
CHRM5 antagonist: human M5 muscarinic receptor antagonists, primary screen, CHO cells, Fluo-8 calcium fluorescence | Muscarinic acetylcholine receptor M5 (Homo sapiens), P08912 | CHO-hM5 cells, ACh EC80 | inhibition, % at 3 µM | 0.59% of 360,000 active;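 active = inhibition above a per-plate cutoff, the mean of that plate's test compounds plus 3 SD, cut at about 27% in these data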;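 note: 0% = acetylcholine EC80 with DMSO and 100% = DMSO without agonist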
TAAR1 agonist: human TAAR1 agonists, primary screen, Fluo-8 calcium fluorescence, CHO RD-HGA16 cells. vehicle wells 0%, saturating PEA agonist 100%. activation, % at 3 µM. 0.99% of 360,000 active. AID 624467, 2012;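 active = activation above the mean activation of all test compounds in the run plus 3 SD, cut at about 38% in these data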
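Assay system: CHO-derived RD-HGA16 cells with stable Gα16 and human TAAR1; timing: 17-24 h seeding, 75 min 37 °C dye, 30 min RT; read-out: % activation from peak over basal fluorescence ratio, DMSO-to-PEA scaled; measured by: kinetic Fluo-8 calcium fluorescence; benchmarks: low control DMSO, high control PEA (EC100); doses: 3 µM single concentration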
CHRM1 antagonist: human M1 muscarinic receptor antagonists, primary screen, CHO-K1 cells, Fluo-8 calcium fluorescence, 1536-well | AID 588852, 2011 | CHO-K1 hM1, ACh EC80 antagonist | 1.3% of 360,000 active | inhibition, % at 3 µM | Muscarinic acetylcholine receptor M1 (Homo sapiens), P11229;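 active = percent inhibition above its own plate's cutoff, namely the mean of that plate's compound wells plus 3 SD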;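 note: peak over basal fluorescence ratio during 140 s after agonist addition; 0% = ACh EC80 plus DMSO and 100% = DMSO alone without agonist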
CHRM1 agonist: human M1 muscarinic receptor agonists, primary screen, Fluo-8 calcium fluorescence, CHO-K1 cells, HTS; Muscarinic acetylcholine receptor M1 (Homo sapiens), P11229; CHO-K1 hM1, agonist mode; 0% DMSO, 100% acetylcholine EC100; activation, % at 3 µM; 0.33% of 360,000 active; AID 588814, 2011;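 active = activation above the run's mean compound activation plus 3 SD, cut at about 16% in these data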;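 note: peak over basal fluorescence ratio within a 140 s kinetic read after compound addition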
Active calls of the source: *; nt = not tested or not shown.

1: COc1ccc(C(NC(=O)N2CC(C)OC(C)C2)C(Cl)(Cl)Cl)cc1F (stereo unspecified)
2: CCc1cc(C(=O)c2ccc(OC)cc2)c(NC(=O)CCC(=O)O)s1
3: O=C1CCCC2=C1C(c1ccc(O)c(O)c1)Nc1ccc3ccccc3c12 (stereo unspecified)
4: C=CCNc1nc(-c2cccs2)c(CC(=O)O)s1
5: Cc1cc(C)cc(N2C(=O)C3CCCN3C2=S)c1 (stereo unspecified)
6: O=C(NNC(=O)c1cc2ccccc2oc1=O)c1ccccc1[N+](=O)[O-]
7: C/C=C/c1ccc(OCCCCOc2c(OC)cccc2OC)c(OC)c1
8: Cc1ccccc1NS(=O)(=O)c1cccc2nsnc12
Compound	1	2	3	4	5	6	7	8
CHRM5 agonist	0	3	-3	1	-3	-2	-4	-6
M4 ag	1	0	0	0	0	1	-1	0
CHRM1 agonist	0	-2	-2	0	-5	-3	-6	-5
TAAR1 agonist	0	16	1	6	0	2	4	1
M1 PAM	3	9	8	4	9	-2	7	7
CHRM5 PAM	3	-2	8	2	0	3	-5	5
CHRM1 antagonist	7	-7	-12	-7	-13	-13	-2	-5
CHRM4 antagonist	-1	-2	2	-3	-1	-15	3	11
CHRM5 antagonist	0	-4	-2	9	1	2	13	5

9: CN(CCNC(=O)C1CCN(S(=O)(=O)c2cnc[nH]2)CC1)Cc1ccccc1
10: N#Cc1cc2cc3c(cc2nc1SCC(=O)N1CCOCC1)OCCO3
11: CC(Sc1ccccc1)C(=O)NCC1COc2ccccc2O1 (stereo unspecified)
12: O=c1cc(-c2ccncc2)oc2ccccc12
13: CCS(=O)(=O)N1CCC(C(=O)NCc2ccc3c(c2)OCO3)CC1
14: CCOP(=O)(OCC)/C(C#N)=C/c1cc(OC)ccc1OC
15: CC(OC(=O)CCCN=C1NS(=O)(=O)c2ccccc21)C(=O)N(C)c1ccccc1 (stereo unspecified)
16: NC(=O)C1CCN(C(=O)/C=C/c2ccco2)CC1
Compound	9	10	11	12	13	14	15	16
CHRM5 agonist	0	0	-3	0	-1	-4	-1	0
M4 ag	0	0	-1	0	1	-1	2	0
CHRM1 agonist	-2	-4	-5	-4	-8	-4	8	-5
TAAR1 agonist	5	-2	-2	5	8	6	3	0
M1 PAM	4	4	4	5	9	4	17	3
CHRM5 PAM	10	1	-2	5	7	3	2	-1
CHRM1 antagonist	-17	-10	1	-15	-8	-3	0	1
CHRM4 antagonist	5	9	-12	8	6	-8	-12	2
CHRM5 antagonist	-4	6	0	-6	-2	-2	3	11

Whole records, looked up by structure. Screens in order: CHRM5 agonist | M4 ag | CHRM1 agonist | TAAR1 agonist | M1 PAM | CHRM5 PAM | CHRM1 antagonist | CHRM4 antagonist | CHRM5 antagonist
CC(Sc1ccccc1)C(=O)NCC1COc2ccccc2O1 (stereo unspecified) is listed as -3 | -1 | -5 | -2 | 4 | -2 | 1 | -12 | 0
CC(OC(=O)CCCN=C1NS(=O)(=O)c2ccccc21)C(=O)N(C)c1ccccc1 (stereo unspecified) is listed as -1 | 2 | 8 | 3 | 17 | 2 | 0 | -12 | 3
N#Cc1cc2cc3c(cc2nc1SCC(=O)N1CCOCC1)OCCO3 is listed as 0 | 0 | -4 | -2 | 4 | 1 | -10 | 9 | 6
CCOP(=O)(OCC)/C(C#N)=C/c1cc(OC)ccc1OC is listed as -4 | -1 | -4 | 6 | 4 | 3 | -3 | -8 | -2

Further entries follow:
17: CCOC(=O)COc1ccc(C(c2c(C)[nH][nH]c2=O)c2c(C)[nH][nH]c2=O)cc1
18: c1ccc(Nc2nn[nH]n2)cc1
19: Cc1ccc(S(=O)(=O)N(CC(O)CN2CCCC2)c2ccccc2)cc1 (stereo unspecified)
20: Cc1cc(N)n(Cc2ccc(Cl)cc2)n1
21: CC(C)N(C(C)C)S(=O)(=O)c1ccc(NC(=O)c2cnccn2)cc1
22: CSCCC(NC(=O)c1ccco1)C(=O)NC1CCC(C)CC1 (stereo unspecified)
23: Cc1ccc(N2C(=O)C(Cl)=C(N3CCCCCC3)C2=O)cc1
24: COc1cccc(N=Nc2c(=O)[nH]n3c(=O)cc(C)[nH]c23)c1
Compound	17	18	19	20	21	22	23	24
CHRM5 agonist	4	3	-8	0	4	0	-5	3
M4 ag	1	1	0	2	2	1	-2	0
CHRM1 agonist	-1	-2	-12	-5	0	-4	-7	-3
TAAR1 agonist	-1	5	2	2	2	-3	11	-2
M1 PAM	10	4	-13	3	18	-3	1	9
CHRM5 PAM	10	-4	3	1	7	9	-7	3
CHRM1 antagonist	-17	-34	18	-3	-20	7	-10	-12
CHRM4 antagonist	-6	-5	-15	6	-4	13	-4	7
CHRM5 antagonist	-3	1	-11	3	0	6	11	0

25: O=S(=O)(c1ccc(Br)s1)N1CCc2ccccc2C1
26: CCOC(=O)N1CCC(NC(=O)C2CCCN(C(=O)N3CCOc4ccccc43)C2)CC1 (stereo unspecified)
27: CCOC(=O)C1CCCN(C(=O)c2ccc(F)c(C)c2)CC1 (stereo unspecified)
28: CCOc1ccc(CC2c3cc(OCC)c(OCC)cc3CCN2C(=O)c2cc(OC)c(OC)c(OC)c2)cc1OCC (stereo unspecified)
29: CCC(=O)N1CCC1(C)C(=O)NS(=O)(=O)c1cccc(C#N)c1 (stereo unspecified)
30: COc1cccc2c1cc1c(=O)n(CC(=O)N3CCCC3)nc(C)n12
31: CC(=O)c1sc(NC(=O)C(C)Oc2ccc3c(C)cc(=O)oc3c2)nc1C (stereo unspecified)
32: Cc1ccc(-c2nc3ccccc3n2C)o1
Compound	25	26	27	28	29	30	31	32
CHRM5 agonist	-3	1	0	-7	-3	-1	4	-9
M4 ag	-1	1	1	0	0	4	5	0
CHRM1 agonist	-8	-1	-6	-3	-2	-1	-3	-3
TAAR1 agonist	14	3	0	6	1	0	0	12
M1 PAM	-1	0	12	6	4	3	2	1
CHRM5 PAM	-4	-3	1	10	4	2	0	-15
CHRM1 antagonist	-5	9	-15	-6	-7	2	-6	0
CHRM4 antagonist	1	9	-13	3	-4	4	1	2
CHRM5 antagonist	5	-2	2	-3	11	-2	7	4

33: C1CCC(Nc2nnnn2C2CCCCC2)CC1
34: COCCCNC(=O)CSc1nc2ccccc2c(=O)n1Cc1ccc2c(c1)OCO2
35: COC(=O)[C@@]12C[C@@H](CC(=O)N3CCN(C(=O)c4ccco4)CC3)C(=O)N(Cc3ccc4c(c3)OCO4)C1=CCC(C)(C)C2
36: COc1ccc(/C=C2\SC(=O)N(CCNC(=O)C3CSC4(C)CCC(=O)N34)C2=O)cc1 (stereo unspecified)
37: Cc1nn(C(C)C)c(C)c1CN1CCCC(CCC(=O)NCc2ccccc2F)C1 (stereo unspecified)
38: c1ccc(C(c2ccccc2)N2CCN(c3ccc4ccccc4n3)CC2)cc1
39: Cc1ccc(S(=O)(=O)N(C)c2ccc(OCC(=O)Nc3nc4ccccc4s3)cc2)cc1
40: O=C(Cc1ccccc1)NNC(=O)Cc1ccccc1
Compound	33	34	35	36	37	38	39	40
CHRM5 agonist	-2	0	4	3	-2	-4	0	6
M4 ag	1	2	12	10	0	0	10	1
CHRM1 agonist	-4	-3	nt	-1	-13	-5	-3	-7
TAAR1 agonist	5	0	6	6	8	4	2	7
M1 PAM	-3	5	nt	11	-11	-4	-10	2
CHRM5 PAM	0	1	-9	-1	2	-3	-16	-1
CHRM1 antagonist	-7	-4	nt	-12	5	5	16	-2
CHRM4 antagonist	-2	1	5	-11	-7	-11	21	-2
CHRM5 antagonist	3	1	8	5	-2	13	31*	-3

41: CCC(C)NC(=O)CS(=O)Cc1nc(-c2cccc(C)c2)oc1C (stereo unspecified)
42: Cc1ccc(S(=O)(=O)N(C)C)cc1NC(=S)NCc1ccco1
43: CCCCN(CC)CCNC(=O)CCC(=O)Nc1ccc2nc(N3CCN(C)CC3)cc(C)c2c1
44: CC(C)OP(=O)(OC(C)C)C(O)c1ccc2c(c1)OCO2 (stereo unspecified)
45: CCc1ccc(NC(=O)CSc2nc3ccccc3c(=O)n2CCCN2CCC(C)CC2)cc1
46: O=C1N(c2ccc(Cl)cc2)C(c2ccc(Cl)cc2)N2CCCN12 (stereo unspecified)
47: COCCCNC(=O)c1ccc(CSCc2ccc(C)cc2)o1
48: Cc1cccc(NC(=S)N2CCN(Cc3ccccc3)CC2)c1C
Compound	41	42	43	44	45	46	47	48
CHRM5 agonist	2	-5	2	-2	-15	-5	-3	-2
M4 ag	1	1	0	0	4	1	3	1
CHRM1 agonist	-3	-4	-4	-5	-7	-8	-2	23*
TAAR1 agonist	-1	2	-2	-1	8	-1	0	3
M1 PAM	-7	1	5	3	-3	5	1	-1
CHRM5 PAM	-1	5	1	0	-7	-2	1	4
CHRM1 antagonist	2	2	-8	5	17	-4	2	3
CHRM4 antagonist	-12	-15	0	5	-5	-3	2	1
CHRM5 antagonist	-2	-2	8	2	4	4	1	1

49: CC1SC(c2ccc(F)cc2)NC1=O (stereo unspecified)
50: O=C(NCCCN1CCCC1=O)c1ccc2c(c1)NC(=O)C(N1CCOCC1)S2 (stereo unspecified)
51: COc1ccc(S(=O)(=O)N/N=c2\oc3c(OC)cccc3cc2S(=O)(=O)c2ccc(C)cc2)cc1OC
52: Cc1cc(CNC(=O)CC2C(=O)NCCN2Cc2ccccc2C(F)(F)F)nn1C (stereo unspecified)
53: CC(OC(=O)/C=C/c1ccccc1)C(=O)N1CCc2ccccc21 (stereo unspecified)
54: OCC1(CCc2ccccc2)CCN(Cc2c(F)ccc(F)c2F)CC1
55: Cc1ccc(C(=O)Nc2ccc(C(=O)O)cc2NC(=O)c2ccc(C)cc2)cc1
56: COc1cc(C(=O)Nc2ccc3c(c2)OCCO3)ccc1-n1cnnn1
57: O=C1NC[C@H](CCCCN2C[C@H](Cc3ccccc3)N(CCC3CCCCC3)C(=O)C2=O)N(CCc2ccccc2)C1=O
Compound	49	50	51	52	53	54	55	56	57
CHRM5 agonist	-2	2	-3	-1	-3	-6	2	-2	2
M4 ag	0	0	2	0	0	2	0	-2	0
CHRM1 agonist	-3	-1	1	-1	-4	-12	-4	-3	nt
TAAR1 agonist	2	4	15	0	1	3	3	-1	6
M1 PAM	2	4	11	15	7	8	8	-6	nt
CHRM5 PAM	-5	6	3	2	-1	1	2	1	-2
CHRM1 antagonist	-8	-2	-10	-17	-9	-6	-15	19	nt
CHRM4 antagonist	-8	0	-8	9	-15	-4	0	-2	-4
CHRM5 antagonist	4	-8	3	4	0	-2	-4	0	0

This is a subset; the hit share may differ from the screen's.
